Rad51 HR inh: blocks human Rad51 in homologous recombination; 200,000 tested, 0.085% active; inhibition, % at 10 µM; Q06609; AID 1385; hRad51 DNA strand exchange, fluorescence dequenching;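 active = inhibition above 40% at the single screening dose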;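 note: 0% = DMSO control wells and 100% = blanks with heterologous ssDNA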
Target sequence (Q06609 whole entry, looked up): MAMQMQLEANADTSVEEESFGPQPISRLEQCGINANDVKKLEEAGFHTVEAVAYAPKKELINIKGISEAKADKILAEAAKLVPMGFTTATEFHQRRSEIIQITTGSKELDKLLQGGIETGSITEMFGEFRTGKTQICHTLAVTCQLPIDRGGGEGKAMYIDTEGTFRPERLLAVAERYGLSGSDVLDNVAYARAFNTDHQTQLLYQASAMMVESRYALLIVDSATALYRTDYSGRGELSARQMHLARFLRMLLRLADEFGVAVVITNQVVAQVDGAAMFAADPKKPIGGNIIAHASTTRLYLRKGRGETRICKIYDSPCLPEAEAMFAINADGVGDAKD
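Material: human Rad51–ssDNA filaments; Probe or stimulus: labelled 47-mer dsDNA for strand exchange; Doses: single 10 µM dose; Incubation: 37 °C 15-min filament assembly, 30-min compound preincubation, 15-min exchange; Technique: FRET fluorescence dequenching, excitation 485 nm, emission 520 nm; Measure: Fluorescence-based percent inhibition, control- and blank-normalised; Benchmarks: plate control and blank wells.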
zVAD death inh: L929 zVAD cell death inhibition; L929 zVAD necroptosis rescue, ATP luminescence, 24 h; with zVAD 60 µM; AID 1377; viability rescue, % at 10 µM; 220,000 tested, 0.38% active;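 active = activation, scaled between plate controls, above about 75%, limit read from the data; inactive = activation under that limit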;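 note: 0% = zVAD with DMSO and 100% = DMSO alone without zVAD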
KCC2 mod: KCC2 (human) Cl- transport modulation. B-score of Tl+ flux slope (higher = more flux/activation; lower = inhibition) at 10 µM. Q9H2X9. 190,000 tested, 2.2% active. AID 1456. KCC2 cells, thallium flux FluoZin-2 fluorescence;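 active = thallium flux slope and its plate-corrected score both differing from the plate sample mean at a set confidence after two filtering rounds, in either direction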;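 note: slope of fluorescence scaled to starting intensity during 10 to 20 s after thallium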
PERK inhibitor: human PERK inhibition, primary cell-based screen. AID 1416. 220,000 tested, 0.17% active. CHO PERK-DD fusion, SEAP luminescence translation reporter. inhibition, % at 5.6 µM;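 active = inhibition above the mean inhibition of all tested compounds plus 3 SD, set separately per screening campaign, cut at about 2.9% in these data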;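 note: PERK kinase domain activated by AP20187 dimerizer at 100 nM; 0% = DMSO with dimerizer and 100% = rapamycin at 8.4 µM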
EBV gp42 block: blocks Epstein-Barr virus glycoprotein 42 binding; Fluorescence polarization binding assay, mP read-out; 220,000 tested, 0.42% active; inhibition, % (tested at 21.74 µM); in the data active = inhibition above about 50%
Target sequence (Q1HVG2 whole entry, looked up): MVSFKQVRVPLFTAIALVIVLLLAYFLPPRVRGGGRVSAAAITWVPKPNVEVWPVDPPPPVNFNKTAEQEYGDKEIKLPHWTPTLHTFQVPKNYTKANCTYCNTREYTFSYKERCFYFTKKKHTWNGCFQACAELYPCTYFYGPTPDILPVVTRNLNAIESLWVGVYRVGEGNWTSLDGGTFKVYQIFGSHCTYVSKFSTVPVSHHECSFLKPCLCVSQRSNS
eIF4E-4G inh: eIF4E/eIF4G interaction inhibition in translation initiation. P63073+Q04637. TR-FRET eIF4E-eIF4GI(517-606) binding, 2 h. inhibition, % at 21.7 µM. 220,000 tested, 0.37% active;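 active = inhibition above about 30%, limit read from the data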;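 note: 0% = full FRET control wells and 100% = background wells lacking eIF4GI fragment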
TNF death inh: TNF-alpha cell death inhibition in Jurkat FADD-/- cells; Jurkat FADD-/- TNF necroptosis rescue, ATP luminescence, 24 h; 0 = TNF only, 100 = no-TNF cells; AID 463075; activation (protection from cell death), % at 10 µM; 220,000 tested, 0.068% active;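 active = activation, meaning protection from cell death, of at least 50% relative to plate controls; inactive = activation below 50%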;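 note: necroptosis triggered by 40 ng/mL TNF-alpha added together with compound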
Mdm2 ligase inh: Mdm2 E3 ligase (human) inhibition; cell-based MDM2 ubiquitination luciferase reporter, 2 h; 0 = plate control, 100 = twice control, blank-subtracted; signal enhancement, % at 5 µM; 210,000 tested, 0.11% active; Q00987; AID 1230;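 active = signal enhancement of 30% or more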;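 note: luminescence tracks abundance of the self-degrading MDM2-luciferase fusion protein; higher signal means inhibition of MDM2 E3 ligase activity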
Target sequence (Q00987 whole entry, looked up, the tested form may be a part): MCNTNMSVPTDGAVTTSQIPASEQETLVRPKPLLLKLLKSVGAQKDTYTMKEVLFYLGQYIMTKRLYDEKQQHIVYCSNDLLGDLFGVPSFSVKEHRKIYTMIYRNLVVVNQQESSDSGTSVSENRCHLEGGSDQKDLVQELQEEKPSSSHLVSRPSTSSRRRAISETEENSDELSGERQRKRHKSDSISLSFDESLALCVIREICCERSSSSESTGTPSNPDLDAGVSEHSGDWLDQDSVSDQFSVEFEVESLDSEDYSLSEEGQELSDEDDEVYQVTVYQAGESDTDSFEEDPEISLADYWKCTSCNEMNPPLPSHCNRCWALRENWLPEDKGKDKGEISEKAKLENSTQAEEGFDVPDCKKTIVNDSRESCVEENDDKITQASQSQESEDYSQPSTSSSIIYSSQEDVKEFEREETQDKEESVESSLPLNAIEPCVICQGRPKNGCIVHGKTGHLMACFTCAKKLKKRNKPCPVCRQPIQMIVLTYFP
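Buffer or medium: Cells held in DMEM | Assay system: Stable mammalian line carrying autodegrading MDM2–luciferase fusion reporter | Quantity: 2000 cells/well | Times: 4 h settle plus 2 h compound, 37 °C | Doses: One concentration, 5 µM, with 0.2% DMSO | Technique: Luminescence with SteadyLite reagent, 15 min at room temperature | Benchmarks: Plate controls and plate blanks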
m-calpain inh: calpain II (pig) inhibition; purified calpain II, fluorogenic peptide substrate, 30 min; inhibition, % at 16 µM; 220,000 tested, 0.37% active; AID 1236;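 active = inhibition above about 50%, limit read from the data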
* hit, by the source's call; i = inactive; . = no result given; [ ] = remark or other dose. Rows were taken by chance (roughly 3.6% active in at least one column).

Preview (two entries):
SMILES	Rad51 HR inh	zVAD death inh	KCC2 mod	PERK inhibitor	EBV gp42 block	eIF4E-4G inh	TNF death inh	Mdm2 ligase inh	m-calpain inh
COc1ccc2nc(C)c3cc(C)oc3c2c1	4.9	0.1	.	0.7	-8.8	-2.9	-0.8	-15.7	-0.2
O=C(Nc1ccc(N2CCN(C(=O)c3cccs3)CC2)c(Cl)c1)c1ccco1	-4.4	0.5	.	-3.0	-25.9	-1.6	2.7	-23.3	0.4

Main list, from the start:
SMILES	Rad51 HR inh	zVAD death inh	KCC2 mod	PERK inhibitor	EBV gp42 block	eIF4E-4G inh	TNF death inh	Mdm2 ligase inh	m-calpain inh
COc1ccc2nc(C)c3cc(C)oc3c2c1	4.9	0.1	.	0.7	-8.8	-2.9	-0.8	-15.7	-0.2
O=C(Nc1ccc(N2CCN(C(=O)c3cccs3)CC2)c(Cl)c1)c1ccco1	-4.4	0.5	.	-3.0	-25.9	-1.6	2.7	-23.3	0.4
Cc1cccc(C#N)c1NC1=CC(=O)CC(C)(C)C1	0.3	-0.5	.	0.9	-9.0	8.5	-2.3	-25.6	16.7
CCN(C(=O)c1cnc2scc(C)n2c1=O)c1ccccc1C	1.1	0.1	0.782	0.1	6.5	1.9	0.1	-6.4	10.1
N=C(N)c1ccc(Cl)cc1	-5.8	0.8	-0.43	1.7	-8.6	1.5	0.1	-14.0	15.4
O=C(N/N=C/c1ccc2c(c1)OCO2)C(=O)N1CCCC1	0.7	4.9	0.0633	-0.2	-2.2	3.9	-0.1	-27.8	1.1
COCCOn1c(SCCOC)nc2ccccc2c1=O	11.0	-0.4	2.35	1.2	-17.4	8.4	3.1	-8.6	1.7
CCn1c(O)c(N=NC(=S)NCC2CCCO2)c2ccccc21 (configuration not stated)	0.0	0.5	53*	0.4	-6.6	-0.8	0.6	-10.3	2.1
N#CC1C=Cc2ccccc2N1C(=O)c1ccccc1 (configuration not stated)	13.9	0.2	-0.704	0.5	-13.7	-2.8	-0.6	-8.9	-19.1
Cc1ccc(C(=O)NCC(=O)OCc2csc(-c3ccccc3)n2)cc1	-3.9	0.9	-3.51	-0.1	-24.7	2.6	1.1	0.1	24.6
Cc1cccc(NC(=O)c2ccc(S(=O)(=O)N(C)C)cc2)n1	15.5	0.0	-0.00583	-0.5	-9.6	8.8	0.0	9.8	-5.2
CCOC(=O)Cn1nc(Cc2ccccc2)c2ccccc2c1=O	-1.2	0.0	-0.0203	0.4	-7.7	0.9[fluorescence artefact?]	-1.0	-9.2	29.4
O=C(O)c1cnn2c(C(F)(F)F)cc(-c3ccco3)nc12	-8.9	0.2	0.0229	-0.3	-4.3	5.9	1.0	-30.9	-52.2
O=C(c1ccncc1)N(Cc1cc2ccccc2[nH]c1=O)C1CCCCC1	1.6	10.0	.	-0.5	-13.5	1.9	-11.0	-10.5	-20.8
CCC(C#CCN1CCOCC1)(CC)OCCC#N	0.3	-0.1	-0.00544	0.9	8.3	0.1	-2.5	-19.7	-19.6
O=C(Nc1ccc(Cl)cc1)c1ccsn1	.	0.3	-0.482	1.4	-7.2	3.4[fluorescence artefact?]	-0.5	-8.7	-7.2
CCc1ccc(CN(C)C(=O)c2cc(COc3c(F)cccc3F)on2)cc1	-5.5	1.6	-0.719	1.6	3.4	0.1	1.1	-6.0	14.7
CCn1c(SCC(=O)Nc2ccc3c(c2)c2ccccc2n3CC)nnc1-c1cnccn1	2.3	8.1	-0.118	-1.0	-5.8	-10.5	-1.2	-1.9	-55.9
Cc1nnc(NC(=O)c2ccc3c(c2)OCO3)s1	-8.9	-0.7	1.29	0.4	-15.8	1.7	-0.1	-43.8	-17.9
Nc1nc(SCC(=O)Nc2ccccc2Oc2ccccc2)n[nH]1	-14.7	.	-1.6	0.7	-10.1	4.5	-2.0	5.4	14.3
O=C(NCCN1CCOCC1)c1c[nH]c2ccc(S(=O)(=O)N3CCOCC3)cc2c1=O	.	.	0.709	0.5	5.1	5.8	0.2	-5.0	-39.8
COc1cccc(CC2(CO)CCCN(Cc3nc(-c4cccs4)oc3C)C2)c1 (configuration not stated)	6.1	-1.3	-1.04	-0.5	-5.9	-3.0	2.2	-6.0	1.0
Cc1ccc(C)c(S(=O)(=O)NCc2ccc(C(=O)N3CCCCC3C)cc2)c1 (configuration not stated)	-4.2	-0.2	0.284	-0.4	12.6	3.1	1.8	-11.7	26.7
O=c1[nH]c(SCc2n[nH]c(=S)n2-c2ccccc2)nc2sc3c(c12)CCC3	0.3	0.5	-1.22	0.3	-1.0	4.3	-0.3	-2.3	-68.7
Cc1ccc(CSc2nnc(-c3ccc(NS(=O)(=O)c4ccccc4)cc3)o2)cc1	-12.5	0.2	-0.709	-0.8	16.4	4.5	1.7	-10.8	2.2
CC(C)(C)c1csc(NC2=NS(=O)(=O)c3ccccc32)n1	6.5	-0.1	-0.825	1.5	0.9	-2.4[fluorescence artefact?]	-1.0	-30.4	15.0
Cc1ccc(C(=O)NC(c2ccccc2)C(Cl)Cl)cc1 (configuration not stated)	0.9	0.7	-0.707	0.6	-12.4	-0.8	0.6	-7.0	5.6
O=C(CN1c2cccc3cccc(c23)S1(=O)=O)Nc1ccc(S(=O)(=O)N2CCOCC2)cc1	10.2	-0.1	-1	0.4	-8.7	22.8[fluorescence artefact?]	0.7	5.5	-152.2
CSc1ccc(/C=N\NC(=O)CNc2ccc(C)cc2)cc1	3.4	0.3	-0.183	0.7	-20.4	2.2	-4.1	-18.4	-49.6
CCc1ccc(Oc2coc3cc(OCC(=O)Nc4cc(C)ccc4C)ccc3c2=O)cc1	4.8	0.4	0.664	0.8	-0.4	0.4[fluorescence artefact?]	1.0	0.5	23.6
Cc1ccc2[nH]c(=O)c(CN(C)C(=O)c3ccccn3)cc2c1	4.3	1.9	0.525	0.6	-27.7	2.3	-0.3	-21.6	-78.0
COc1ccc2[nH]c(=O)c(C(c3nnnn3CC3CCCO3)N3CCc4ccccc4C3)cc2c1 (configuration not stated)	4.6	-0.1	-5.12*	0.8	.	.	-5.7	-10.1	.
COCCCNC(=O)CCn1c(=O)c2ccccc2n(CC(=O)NCCC2=CCCCC2)c1=O	1.9	0.0	-0.525	1.5	-15.7	2.7	0.8	-3.8	-18.9
COc1ccc(-c2nnc(N3CCCCC3)c3ccccc23)cc1	1.1	0.3	.	-0.9	10.8	3.4[fluorescence artefact?]	21.4	-4.8	-7.8
COc1cccc2c(C)nc(Nc3nc(CSc4nnc(C)s4)cc(=O)[nH]3)nc12	-2.4	-0.3	.	-0.5	-6.7	6.2	-1.0	-19.6	3.0
Cc1cccc(NC(=O)CSc2nnc(C)n2Cc2ccccc2)c1	2.5	0.2	-0.129	-0.8	-4.4	-0.1	0.5	1.2	-37.2
CCOC(=O)c1cc(OC(=O)c2cccnc2)n(-c2ccccc2)n1	-4.0	0.1	1.61	0.6	-7.9	1.3	-1.8	-1.8	16.8
Nc1ccc(C(=O)OCc2nc3c(ccc4ccccc43)[nH]2)cc1	-2.2	1.1	-1.91	-0.2	-13.8	2.2	-4.2	.	-2.9
Cc1ccc2nc(C)cc(N/N=C/c3cccnc3)c2c1	32.8	2.3	-0.0557	0.5	1.4	-1.4	-0.3	-16.9	-34.9
O=S1(=O)CCN2C=C(Cl)C=C(Cl)C2=N1	-0.9	-3.3	1.14	0.6	-20.9	3.3	-0.5	1.2	i
S=C(Nc1ccc2nc(-c3ccccn3)c(-c3ccccn3)nc2c1)N1CCCCC1	6.7	3.5	0.614	-0.3	54.6*	1.1	1.9	-15.5	-191.4
O=C(C(=O)N1CCN(c2ccc(F)cc2)CC1)c1c[nH]c2ccccc12	4.7	9.1	-3.54*	1.1	-4.8	4.0	2.6	-17.2	-1.7
Nc1nc(SCC(=O)NCCOCCO)nc2sc3c(c12)CCCC3	-1.5	2.6	-0.12	0.4	-7.6	2.0	-0.3	-13.5	18.4
Cc1ccccc1C(=O)N/N=C/c1ccccn1	-5.4	1.5	-0.384	0.6	-9.1	8.6	1.9	-22.2	-7.4
S=C1CCSc2ccc(Cl)cc2N1	.	-0.1	9.8*	-0.5	-18.5	3.5	-2.5	-2.9	-6.2
CCOC(=O)c1c(N)sc(-c2ccccc2)c1C	5.4	-0.3	0.503	1.4	-5.1	6.2[fluorescence artefact?]	-1.3	-12.7	18.7
COC(=O)CCC/C=C1/SCC(NC(=O)c2ccccc2)/C1=N/O (configuration not stated)	2.1	-0.5	-0.0422	0.1	-12.1	-3.6	-0.1	-11.0	-119.5
O=C(CSc1nc(O)cc(=O)[nH]1)N1c2ccccc2CCc2ccccc21	.	-0.6	-0.611	0.7	-10.6	-9.4	3.6	.	-17.8
C=C(C)Cn1c(CCNC(=O)CC)nc2ccccc21	-1.8	0.5	0.933	0.7	-3.9	-2.5[fluorescence artefact?]	-0.4	-3.4	-11.2
CCOC(=O)c1[nH]c2ccc(F)cc2c1NC(=O)Nc1ccccc1OC	-8.7	-0.2	.	0.9	-7.8	-1.3	-2.9	-9.2	30.3
CC(C)OC(=O)c1cc(NC(=O)c2nn(C)cc2Br)cc(C(=O)OC(C)C)c1	15.1	.	1.65	-0.2	7.0	3.3[fluorescence artefact?]	-0.1	19.9	-9.8
CC(C)Cc1nc2c(nnn2Cc2ccccc2F)c(=O)[nH]1	.	0.8	-0.268	0.5	-16.6	-9.7	-1.8	.	2.2
NS(=O)(=O)c1ccc(CCNS(=O)(=O)c2ccccc2)cc1	-2.3	0.2	1.91	-0.9	-4.1	-5.1	1.3	-4.0	18.2
Cn1cc(Br)c(C(=O)NN2C(=O)C3C4C=CC(C5CC45)C3C2=O)n1 (configuration not stated)	.	0.2	0.773	1.0	-10.7	1.2	-0.1	1.9	-16.5
O=S(=O)(c1cccc(-c2cn3cccnc3n2)c1)N1CCOCC1	2.7	2.2	0.393	-0.5	-13.2	0.1	0.7	0.9	-432.4
Brc1cnc2nc(SCc3nc4ccccc4[nH]3)[nH]c2c1	-5.0	48.8	-1.34	-0.7	-7.8	0.0	11.3	-8.3	-11.7
CCOC(=O)c1c(NC(=O)CN2C(=O)NC(C)(c3ccc(Cl)cc3)C2=O)sc(C(=O)NC)c1C (configuration not stated)	4.5	0.6	-0.0891	-0.6	-5.5	18.3	2.8	3.5	-38.3
O=C1C=C(c2cccs2)C[C@H](c2ccccc2)[C@H]1n1nnc([N+](=O)[O-])n1	-0.6	-0.2	-1.51	0.3	0.2	-0.5	3.0	-8.2	-7.7
CC(C)Cn1nc(NC(=O)c2cccs2)c2cc3ccccc3nc21	0.5	1.8	-1.38	-1.9	-2.8	6.0	2.3	-11.4	-13.9
COc1ccc(CCNC(=S)Nc2ccc(C)cc2C)cc1	-1.4	-0.3	0.0476	0.1	-3.5	10.9	-8.3	-9.0	29.0
CS(=O)(=O)N(CC(=O)NCC1CCCO1)c1cc(Cl)c(Cl)cc1Cl (configuration not stated)	-2.7	0.0	0.76	1.9	-3.4	-0.5	-0.1	4.3	-14.7

Source: PubChem
